Mtb BioA inh – blocks M. tuberculosis BioA enzyme activity; purified M. tuberculosis BioA enzyme, plate reader; inhibition, % at 9.99 µM; actives 0.096% (n = 360,000); AID 602481; in the data active = inhibition above about 40%; inconclusive = no clear call, values can overlap the other calls
UGM FP inh – Mtb UDP-galactopyranose mutase inhibition. P9WIQ1. purified UGM, fluorescence polarization probe displacement. inhibition, % at 10 µM. actives 0.06% (n = 320,000). AID 504406; in the data active = inhibition above about 10%, passing the limit was not always enough; inconclusive = no clear call, values can overlap the other calls
Target sequence (P9WIQ1 whole entry, looked up): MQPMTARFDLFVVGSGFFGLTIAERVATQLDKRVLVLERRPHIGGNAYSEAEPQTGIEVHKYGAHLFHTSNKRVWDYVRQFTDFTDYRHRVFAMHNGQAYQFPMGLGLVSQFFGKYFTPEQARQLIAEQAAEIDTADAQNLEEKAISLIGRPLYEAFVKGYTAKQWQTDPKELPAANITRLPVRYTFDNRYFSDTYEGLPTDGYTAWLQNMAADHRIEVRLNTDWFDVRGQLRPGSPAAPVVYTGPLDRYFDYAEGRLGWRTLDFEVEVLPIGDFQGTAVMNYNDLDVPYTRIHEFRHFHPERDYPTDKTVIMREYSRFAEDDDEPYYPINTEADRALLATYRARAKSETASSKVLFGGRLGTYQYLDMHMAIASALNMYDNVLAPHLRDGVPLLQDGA
CCHFV vOTU inh – CCHFV vOTU protease inhibition | Pep-AMC fluorescence | inhibition, % at 11.5 µM | actives 0.55% (n = 370,000) | AID 651958; note: 0% = vehicle wells with enzyme and 100% = no enzyme wells
FBA Mtb inh – inhibits M. tuberculosis FBA enzyme | purified M. tuberculosis FBA, fluorescence read-out | inhibition, % at 1 µM | actives 2.3% (n = 360,000) | AID 588726; in the data active = inhibition above about 27%;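 note: 0% = vehicle and 100% = reference inhibitor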
Target sequence (P9WQA3 whole entry, looked up): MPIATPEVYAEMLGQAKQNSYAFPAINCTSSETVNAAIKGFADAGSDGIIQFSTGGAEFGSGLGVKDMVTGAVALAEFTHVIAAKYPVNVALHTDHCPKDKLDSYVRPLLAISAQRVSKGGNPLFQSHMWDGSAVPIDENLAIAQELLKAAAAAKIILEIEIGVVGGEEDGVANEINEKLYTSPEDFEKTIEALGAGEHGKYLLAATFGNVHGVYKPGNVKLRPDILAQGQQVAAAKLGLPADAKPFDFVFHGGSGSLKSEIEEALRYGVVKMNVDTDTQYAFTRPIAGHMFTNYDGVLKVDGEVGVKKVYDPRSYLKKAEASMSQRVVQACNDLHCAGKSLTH
VHR inh abs – DUSP3 (human) phosphatase inhibition. P51452. recombinant VHR phosphatase, pNPP absorbance. inhibition, % at 13.3 µM. actives 0.52% (n = 290,000); in the data active = inhibition above about 50%; note: some compounds called inactive have numbers as strong as hits
Target sequence (P51452 whole entry, looked up): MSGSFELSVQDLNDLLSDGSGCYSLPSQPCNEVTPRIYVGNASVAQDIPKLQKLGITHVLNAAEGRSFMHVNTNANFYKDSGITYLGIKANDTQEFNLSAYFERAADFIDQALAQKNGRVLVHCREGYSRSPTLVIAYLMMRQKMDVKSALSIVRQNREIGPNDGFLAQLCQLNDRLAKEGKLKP
GDH-TPI counter – inhibits GDH-TPI coupling enzymes, artifact for Mtb FBA screen; actives 1.2% (n = 360,000); GDH-TPI coupled enzyme counterscreen, NADH absorbance; inhibition, % at 4.8 µM;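 note: 0% = DMSO wells and 100% = wells lacking the enzyme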
FadD28 binding – M. tuberculosis FadD28 bisubstrate binding inhibition; FadD28 bisubstrate probe binding, fluorescence polarization; inhibition, % at 12.5 µM; actives 0.22% (n = 360,000); in the data active = inhibition above about 8.5%, passing the limit was not always enough; inconclusive = no clear call, values can overlap the other calls
MazEF act – increases E. coli MazEF RNase cleavage of RNA; P0AE70; FAM/BHQ RNA-DNA oligo cleavage fluorescence, 5 h; activation, % at 20 µM; actives 0.32% (n = 350,000); in the data active = activation above about 50%
Target sequence (P0AE70 whole entry, looked up): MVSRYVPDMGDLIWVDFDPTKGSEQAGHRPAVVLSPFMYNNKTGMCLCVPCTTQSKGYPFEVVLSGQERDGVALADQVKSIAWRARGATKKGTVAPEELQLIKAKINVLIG
Rv3671c protease – inhibitors of M. tuberculosis serine protease Rv3671c; actives 0.048% (n = 320,000); P9WHR9; inhibition, % at 5.96 µM; in the data active = inhibition above about 38%;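 note: extracellular domain of Rv3671c used as enzyme; 0% = enzyme with DMSO and 100% = no enzyme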
BoNT-F LC inh – inhibitors of Botulinum neurotoxin F light chain protease; Multiplex microsphere protease cleavage assay, flow cytometry; inhibition, % at 10 µM; actives 0.22% (n = 360,000); AID 588497; in the data active = inhibition above about 35%, passing the limit was not always enough; inconclusive = no clear call, values can overlap the other calls; note: plate controls were buffer without enzyme for full effect and enzyme alone for no effect
* hit, by the source's call; ? = inconclusive; nt = no result given; & = joins results of further samples. Cut-off read from the data, not from the text of the source, unless noted: active = inhibition above about 30%; inactive = the rest.

SMILES | Mtb BioA inh | UGM FP inh | CCHFV vOTU inh | FBA Mtb inh | VHR inh abs | GDH-TPI counter | FadD28 binding | MazEF act | Rv3671c protease | BoNT-F LC inh
COCCCNC(=O)C(=O)NCC(c1ccco1)N1CCN(c2ccc(OC)cc2)CC1 (stereo not drawn) | -1.6 | -2.2 | 6.4 | 3.0 | 10.8 | 4.3 | -1.0 | -13.2 | 7.7 | 6.8
Cn1nc(C(F)(F)F)c2cc(C(=O)Nc3ccc(C(F)(F)F)cc3)sc21 | nt | 0.7 | -10.6 | 0.3 | 20.5 | 2.4 | -0.7 | 3.0 | -10.3 | -1.1
CCOC(=O)c1cc(C#N)c(N2CCN(C(=O)c3ccccc3)CC2)nc1C(F)(F)F | nt | 2.8 | 8.5 | 0.0 | -0.9 | -1.9 | -1.6 | 5.7 | -6.0 | ?
COc1ccccc1N1CCN(C(=O)c2cc(-c3ccccc3)on2)CC1 | 9.0 | 0.9 | 0.2 | -0.8 | 26.3 | -6.9 | 0.0 | -0.4 | 3.1 | -1.1
COc1ccc(-c2c(C)oc3c(CN4CCCCC4C)c(O)ccc3c2=O)cc1 (stereo not drawn) | 4.9 | 1.0 | -171.2 | 174.4* | -15.3 | 10.3 | -1.8 | 0.7 | -3.1 | 23.5
O=C(c1ccc(COc2ccc(Cl)cc2)o1)N1N=C(C(F)F)CC1(O)C(F)F (stereo not drawn) | -0.1 | -0.4 | 14.5 | -1.7 | -9.9 | 8.4 | -2.0 | -5.7 | -14.5 | -6.8
CCOc1ccc(C2C(C(=O)Nc3ccccc3)=C(C)N=c3s/c(=C/c4cccc(OCC(=O)O)c4)c(=O)n32)cc1 (stereo not drawn) | nt | -2.2 | 19.5 | -2.4 | -2.8 | 8.9 | -21.0 | -9.0 | -18.2 | -5.4
Nc1cc(N)nc(SCc2cccnc2)n1 | 9.1 | 1.7 | -14.8 | -3.3 | 25.4 | -5.3 | -3.2 | 7.0 | -0.4 | 0.2
CCn1c(O)c(C=Nc2ccc(N3CCOCC3)c(Br)c2)c(=O)n(CC)c1=S | -4.6 | 1.3 | -8.7 | -5.8 | -7.8 | -12.1 | -5.4 | -135.1 | 5.2 | 15.3
CNC(=S)N/N=C/c1cc(C)ccc1C | nt | -0.7 | 0.0 | 1.0 | 20.4 | 8.7 | -0.4 | -0.1 | 1.5 | -1.5
CCNc1nc(NCC)nc(SCCOC(=O)c2ccccc2)n1 | 1.3 | 3.8 | 10.9 | -2.2 | 11.8 | 13.0 | -5.0 | 3.7 | -5.9 | -12.4
CCOc1ccccc1NC(=O)N1CCCc2ccccc21 | -1.6 | 0.7 | 14.3 | -1.1 | 14.4 | 0.0 | -2.5 | 1.0 | nt | -1.1
COc1ccc(C(NC(=O)c2ccc(-c3ccccc3)cc2)c2ccccc2)cc1 (stereo not drawn) | nt | 0.5 | 4.6 | -3.0 | 14.7 | 13.8 | 0.4 | -13.7 | 3.6 | 1.9
CCOc1ccc(NC(=O)c2cc(Cl)nc3ccccc23)cc1 | 6.7 | 0.0 | 3.0 | 0.9 | 0.0 | 2.3 | 0.3 | 10.3 | -1.9 | 22.9
CC(C)CCN1CCC(n2nccc2NC(=O)C2CCOC2)CC1 (stereo not drawn) | -2.1 | -4.8 | -4.1 | 0.8 | 73.3 | 5.2 | 0.6 | 0.1 | -14.8 | 1.8
O=C(COC(=O)c1cccc(F)c1)Nc1cccc(S(=O)(=O)N2CCOCC2)c1 | -2.7 | nt | 16.6 | 4.9 | nt | -0.9 | -0.5 | 8.6 | nt | 2.7
COc1ccc(N2CCN(c3nc(NCCc4ccc(OC)c(OC)c4)nc(OC)n3)CC2)cc1 | 1.1 | -2.8 | 4.3 | -4.5 | 10.7 | -12.7 | -2.2 | -5.7 | -1.0 | -0.3
O=C(NCCCC(=O)N1CCOCC1)c1cccnc1 | -1.1 | 1.5 | -0.9 | 1.4 | 5.5 | 2.5 | -1.4 | 11.3 | -1.1 | -4.5
O=C(Nc1ccccc1)C(Cc1cccs1)c1nn[nH]n1 (stereo not drawn) | nt | 0.7 | -14.1 | -0.6 | 9.0 | 5.5 | -1.9 | -7.6 | 7.3 | -13.7
Cc1nc2c(OCc3ccc(Cl)cc3Cl)cccn2c1N(C)Cc1cccs1 | -1.5 | nt | 5.8 | 0.4 | nt | 0.0 | -3.7 | nt | nt | -10.8
CCOC(=O)N1CCC(c2cc(=O)n3[nH]ccc3n2)CC1 | -1.2 | 1.8 | -4.8 | 11.6 | 37.7 | 3.8 | -2.9 | 1.9 | 0.4 | -1.6
C=CCNCCCCOc1ccc(OCc2ccccc2)cc1 | nt | 0.9 | -4.4 | 5.8 | 22.5 | 7.1 | -2.9 | 20.6 | 6.1 | 1.5
CCOC(=O)C1CCN(C(=O)c2cnn3c(C)cc(C)nc23)CC1 | 0.2 | 1.1 | -20.4 | 35.3* | -7.7 | 9.6 | 0.8 | 5.5 | -9.7 | -0.3
CCNc1nc2nonc2nc1NCC | -0.4 | 0.0 | 0.9 | 0.6 | 28.4 | 18.2 | -3.6 | -4.5 | 5.1 | -21.8
O=C(CN1C(=O)C2C3CCC(C3)C2C1=O)OCC(=O)c1cccc([N+](=O)[O-])c1 (stereo not drawn) | 2.0 | 1.4 | -13.6 | -7.1 | -10.1 | 3.9 | -2.9 | 11.4 | 4.9 | -3.0
Cn1ccnc1SCc1ccc([N+](=O)[O-])cc1 | nt | 0.2 | -3.0 | -2.5 | -7.8 | 10.6 | -3.4 | -9.0 | -1.4 | 6.7
O=C1CC(C(=O)Nc2ccc(C(=O)O)cc2)C(c2ccccc2)O1 (stereo not drawn) | 0.2 | 0.3 | 10.6 | 1.8 | 22.1 | 17.2 | -2.4 | 3.1 | 8.3 | 0.3
COc1ccc(S(=O)(=O)NCCC(=O)NCc2cccs2)cc1 | -0.7 | 3.3 | 0.5 | 5.5 | 0.1 | 6.2 | -1.6 | 0.3 | -1.8 | -11.7
O=C(NCc1ccccc1OC(F)(F)F)C1CCC(=O)N(Cc2ccccn2)C1 (stereo not drawn) | -1.9 | 0.7 | 7.5 | -6.4 | -20.1 | -4.8 | -4.7 | -7.4 | -1.8 | -3.1
COc1ccc2c(c1OC)C(C1c3c(cc4c(c3OC)OCO4)CCN1C)OC2=O (stereo not drawn) | 0.6 | -1.3 | 0.4 | 1.1 | 4.2 | 0.0 | 0.7 | 0.2 | 2.7 | -11.3
COc1ccccc1-c1c(C(F)(F)F)oc2cc(OC(=O)c3cccc([N+](=O)[O-])c3C)ccc2c1=O | -2.6 | 0.4 | -0.1 | 2.7 | 3.8 | -0.9 | -1.2 | 3.7 | 9.3 | 3.0
Cc1c(NC(=O)c2cc3ccccc3oc2=O)c(=O)n(-c2ccccc2)n1C | -0.8 | -0.4 | -7.3 | -0.7 | 26.1 | 18.9 | 2.0 | 0.5 | 10.2 | -6.8
O=C(CSc1nc2ccccc2n1CC(=O)N1CCCC1)Nc1nccs1 | 4.6 | 3.1 | 11.8 | 2.4 | 6.4 | 4.7 | -0.4 | -1.6 | -2.3 | -1.5
CCCc1nc2ccccc2c(=O)n1-c1ccc(O)cc1 | nt | 0.4 | -13.0 | 0.9 | 23.4 | 10.4 | -1.2 | 7.0 | 9.4 | 0.9
C=CCn1c(SCc2ccccc2C#N)nnc1-c1ccccc1O | 2.4 | 2.9 | -7.6 | 3.6 | 26.1 | -5.8 | -3.6 | 3.1 | -4.6 | 5.6
CC(NC(=O)c1cccc(S(=O)(=O)N2CCN(Cc3ccccc3)CC2)c1)c1ccc(Br)cc1 (stereo not drawn) | -2.4 | -2.3 | -4.0 | -0.6 | 29.6 | -4.1 | -0.6 | -3.2 | -36.6 | -3.2
CC(=O)Nc1nc(C)c(Cc2ccccc2)c(=O)[nH]1 | -0.9 | 0.4 | -6.0 | -0.4 | 8.4 | 5.1 | -1.6 | 4.0 | -2.0 | 11.5
Cc1noc(C)c1C(=O)Nc1nc(-c2cccs2)cs1 | 1.3 | 1.0 | -1.4 | 3.6 | nt | 2.2 | -3.0 | -5.7 | -19.4 | -1.8
Cc1cc(C)c(NC(=O)CSCc2c(C)noc2C)c(Cl)c1 | nt | nt | 0.3 | 0.9 | nt | -5.6 | -1.3 | -1.4 | nt | -3.0
CCn1c(=O)cc(SCC(=O)N2CCN(C(=O)c3ccco3)CC2)c2ccccc21 | 2.3 | -1.1 | -5.8 | 4.0 | 14.0 | 7.1 | 0.1 | 8.5 | 0.7 | 10.3

Record cards (already shown). Screens in order: Mtb BioA inh	UGM FP inh	CCHFV vOTU inh	FBA Mtb inh	VHR inh abs	GDH-TPI counter	FadD28 binding	MazEF act	Rv3671c protease	BoNT-F LC inh
`CCn1c(=O)cc(SCC(=O)N2CCN(C(=O)c3ccco3)CC2)c2ccccc21` across the screens: 2.3	-1.1	-5.8	4.0	14.0	7.1	0.1	8.5	0.7	10.3
`CCCc1nc2ccccc2c(=O)n1-c1ccc(O)cc1` across the screens: nt	0.4	-13.0	0.9	23.4	10.4	-1.2	7.0	9.4	0.9

Following part.
SMILES | Mtb BioA inh | UGM FP inh | CCHFV vOTU inh | FBA Mtb inh | VHR inh abs | GDH-TPI counter | FadD28 binding | MazEF act | Rv3671c protease | BoNT-F LC inh
O=C(O)CCN1C(=O)c2ccc(NC(=O)CCc3ccccc3)cc2C1=O | 0.7 | -1.4 | -29.4 | 26.1 | 12.1 | 8.9 | -3.6 | 7.6 | -3.5 | -5.5
C[C@H]1CN([C@@H](C)CO)C(=O)c2cc(-c3cccnc3)cnc2O[C@H]1CN(C)Cc1ccc(Oc2ccccc2)cc1 | -0.8&-1.8&15.3 | nt | -0.9 | 3.7 | nt | -5.2 | -3.1 | 8.0 | nt | -1.6
CC(=O)Nc1ccc(SC[C@H](Cc2ccccc2)N2CCN(CCc3ccccc3)CCC2=O)cc1 | -0.3 | 0.6 | -4.1 | 1.2 | 30.1 | -14.7 | -2.8 | 7.2 | -0.2 | -7.8
N/C(=N\OC(=O)C1CCCCC1)c1ccc(Cl)cc1 | -1.1 | 1.0 | -6.8 | 2.1 | 2.3 | -0.7 | -0.4 | -0.9 | -7.1 | 3.6
Cc1ccc(C)c(NC(=O)C(C)CC2COCCO2)c1 (stereo not drawn) | nt | -1.7 | -5.1 | 1.5 | 6.0 | -2.2 | -2.4 | 3.8 | 2.8 | -6.2
Cc1cc(C)nc(SCC(=O)N(C)CC(=O)Nc2c(Cl)cccc2Cl)n1 | -0.7 | 2.6 | 33.8* | -3.2 | nt | 2.9 | -3.7 | 4.7 | -4.3 | 2.6
CCCCCn1c(S(=O)(=O)O)nc2ccccc21 | 1.1 | 0.1 | -1.8 | -0.4 | 12.0 | 0.3 | -4.6 | 2.6 | -0.3 | -8.3
CCC(CC)C(=O)NCc1ccccc1Cl | 0.6 | -2.5 | 2.4 | -6.5 | 21.4 | 9.6 | -3.7 | 7.7 | -7.8 | 10.2
COc1ccc(-n2nc(C(=O)NCC(=O)Nc3ccccn3)c3ccccc3c2=O)cc1 | -0.3 | -0.3 | -10.8 | -0.7 | 37.0 | 0.0 | -4.5 | 0.0 | -6.0 | -7.2
OC(CN1CCN(Cc2ccccc2)CC1)Cn1c2ccccc2c2ccccc21 (stereo not drawn) | nt | 1.5 | -1.6 | 2.3 | -22.6 | 1.9 | -1.9 | -0.5 | -0.9 | -11.1
COc1ccc(NC(=O)CSc2nc3ccccc3nc2N2CCCC2)c(OC)c1 | 0.3 | -1.4 | 12.2 | 4.2 | 13.4 | 0.0 | 1.9 | 7.4 | 9.6 | 7.7
O=C(c1ccco1)N1CCN(C(=S)Nc2ccc(F)cc2)CC1 | 3.4 | 0.6 | 11.9 | -0.6 | 6.5 | -7.7 | -4.1 | 2.9 | -9.8 | -22.2
CN(C)c1ccc(/C=N/NC(=O)c2cccc(N3CCCC3=O)c2)cc1 | nt | -3.9 | 5.5 | -7.6 | 4.0 | 45.8* | -4.1 | 1.4 | 6.2 | 9.8

Screening data from PubChem BioAssay.
